STAT1 act: STAT1 signaling activation; activation (% of control), % at 5.5 µM; NIH 3T3 STAT1-luciferase reporter, IFN-gamma, luminescence; 100% = IFN-gamma alone, no compound; actives 2.6% (n = 200,000);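 active = activation above the screen-wide mean activation plus 3 SD, cut at about 130% in these data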;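 note: raw ratio to IFN-gamma control signal so 100% means no change and 0% no light; values of inactives mirror those of a sister screen read the other way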
STAT3 inh: inhibitors of IL-6 induced STAT3 signaling; U3A cells, IL-6 STAT3-luciferase reporter, luminescence; host cell line lacks STAT1; inhibition, % at 5.5 µM; actives 0.89% (n = 190,000);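 active = inhibition above the mean inhibition across all screened compounds plus 3 SD, cut at about 44% in these data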;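 note: 0% = DMSO only wells and 100% = 100 µM nifuroxazide control wells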
APP transl inh: APP translation inhibition | inhibition, % at 2 µM | actives 0.82% (n = 190,000) | SH-SY5Y APP 5'UTR-luciferase reporter, luminescence;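 active = inhibition above a set limit, derived from the sample mean plus 3 SD, cut at about 45% in these data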; note: values of inactives mirror those of a sister screen read the other way
STAT1 inh: reduces IFN-gamma driven STAT1 reporter signal; NIH 3T3 STAT1-luciferase reporter, luminescence; inhibition, % at 5.5 µM; actives 0.35% (n = 200,000);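 active = inhibition above a set limit, the mean inhibition across all tested compounds plus 3 SD, cut at about 34% in these data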;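 note: 0% = IFN-gamma with DMSO and 100% = IFN-gamma with 300 µM nifuroxazide; values of inactives mirror those of a sister screen read the other way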
Hsp70 activator: switches on Hsp70 transcription; HeLa Hsp70 promoter luciferase reporter, luminescence; scaled: vehicle 0, proteasome-inhibitor control 100%; activation, % at 10 µM; actives 0.04% (n = 200,000);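 active = activation above the mean across all tested compounds plus 3 SD, cutoff set per campaign, cut at about 5.5% in these data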;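 note: 100% = MG132 at 30 µM as the positive control and 0% = DMSO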
NF-kB neuron act: compounds increasing NF-kB expression in human neuronal cells | actives 1.6% (n = 190,000) | fold change at 12.5 µM | AID 1239 | NF-kB reporter expression; active compounds read high; in the data active = fold change above about 3.3
STAT3 activator: increases IL-6 driven STAT3 reporter signal | activation (% of control), % at 5.6 µM | actives 0.91% (n = 190,000) | U3A cells, IL-6 STAT3-luciferase reporter, luminescence; 100% = signal with IL-6 EC80 alone;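 active = activation above the screen-wide mean of compound activation plus 3 SD, cut at about 130% in these data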;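 note: 0% = background luminescence of wells with medium and substrate only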
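system = STAT3-luciferase reporter U3A cells | reagent = IL-6 stimulus at 33 ng/mL final | timing = 1 h compound pre-exposure, 6 h IL-6 stimulation, 37 °C | measured by = luminescence | evaluation = % activation versus median of IL-6-stimulated wells | control set = IL-6-only wells as 100% reference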
APP 5'UTR act: activates APP 5'UTR luciferase reporter | SH-SY5Y APP 5'UTR luciferase reporter, luminescence; zero percent = DMSO vehicle wells | activation, % at 2 µM | actives 1% (n = 190,000);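 active = activation above a set limit, based on mean plus 3 SD of controls, cut at about 140% in these data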; note: values of inactives mirror those of a sister screen read the other way
FLuc inhib CS: counter-screen for luciferase assay inhibitors: firefly luciferase inhibition; ATPLite firefly luciferase biochemical luminescence, 10 min; inhibition, % at 10 µM; actives 1.5% (n = 200,000);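 active = inhibition above about 50% when tested at 10 µM, limit read from the data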
Target sequence (P08659 whole entry, looked up): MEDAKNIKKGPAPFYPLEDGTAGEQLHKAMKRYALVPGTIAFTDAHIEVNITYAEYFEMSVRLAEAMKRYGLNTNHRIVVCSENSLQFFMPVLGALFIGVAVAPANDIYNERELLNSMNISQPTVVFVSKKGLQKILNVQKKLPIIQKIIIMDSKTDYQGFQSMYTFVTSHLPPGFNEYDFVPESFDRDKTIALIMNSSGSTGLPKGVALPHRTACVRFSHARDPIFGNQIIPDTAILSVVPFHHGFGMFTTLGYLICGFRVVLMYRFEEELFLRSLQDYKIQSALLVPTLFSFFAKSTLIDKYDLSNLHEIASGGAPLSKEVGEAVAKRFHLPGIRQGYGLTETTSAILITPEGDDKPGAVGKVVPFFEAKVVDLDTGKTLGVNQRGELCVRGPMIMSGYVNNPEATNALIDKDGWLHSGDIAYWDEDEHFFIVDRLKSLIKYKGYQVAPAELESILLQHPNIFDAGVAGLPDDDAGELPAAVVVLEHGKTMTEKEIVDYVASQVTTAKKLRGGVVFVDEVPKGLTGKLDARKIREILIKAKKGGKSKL
RAM network inh: blocks the yeast RAM network | inhibition, % at 50 µM | actives 1.8% (n = 190,000) | S. cerevisiae dse1pr::URA3 reporter, 5-FOA growth OD615, 2 d; analog-sensitive cbk1-as2 kinase mutant strain;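 active = inhibition above a set limit, 3 SD over mean compound inhibition, cut at about 8.4% in these data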;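 note: 0% = DMSO-only wells with no growth and 100% = 10 µM 1-NA-PP1 full growth; inhibition rescues growth on 5-FOA so higher OD means more RAM inhibition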
* marks the source's active call; other numbers are inactive results; / = no result given.

SMILES	STAT1 act	STAT3 inh	APP transl inh	STAT1 inh	Hsp70 activator	NF-kB neuron act	STAT3 activator	APP 5'UTR act	FLuc inhib CS	RAM network inh
COc1ccc(S(=O)(=O)NCc2ccc(C(=O)NCc3cccnc3)cc2)cc1	105	-12	5	-8	-0.4	1.1	110	-5	-4	1.8
COc1ccc(NC(C)=O)cc1NC(C)C(=O)Nc1cc(C(F)(F)F)ccc1N1CCOCC1 (stereo unspecified)	98	-6	-6	2	-0.2	0.75	107	6	-2	2.0
c1ccc(-c2cc3c(NCC4COc5ccccc5O4)ncnc3s2)cc1 (stereo unspecified)	99	17	-2	1	-0.5	0.91	87	2	-4	2.4
O=C(NC1CCS(=O)(=O)C1)C1CCCN(S(=O)(=O)c2ccc(Cl)cc2)C1 (stereo unspecified)	98	-14	8	3	-0.2	1.3	107	-8	-8	2.3
Cc1ccc(N(CC(O)CN2CCCC2)S(=O)(=O)c2ccc(C)cc2)cc1 (stereo unspecified)	99	3	-12	1	0.1	0.98	102	12	-8	0.1
CCc1ccc(NC(=O)Cc2ccc(-n3cccc3)cc2)cc1	101	-6	5	-1	0.1	1.1	103	-5	-6	1.9
CCOC(=O)c1[nH]c(C)c(C(=O)OCCN2C(=O)c3ccccc3C2=O)c1C	102	2	-20	-2	-0.3	0.8	101	20	-2	1.5
Cc1nnc(-c2cccc(Br)c2)c2cn(-c3ccccc3Cl)nc12	85	6	15	17	-0.1	0.96	99	-15	-10	4.2
COC(=O)c1cc([N+](=O)[O-])c(-n2ccnc2)c([N+](=O)[O-])c1	92	2	-4	9	-0.3	1.2	96	4	-5	0.5
O=C(Nc1ccccc1Cl)O/N=C(/c1ccccc1)c1ccccn1	97	-2	3	3	-0.5	1.1	104	-3	-3	3.0
Cc1ccc(Nc2nc(NCc3ccco3)c3ccccc3n2)cc1	93	23	-34	6	-0.1	0.61	85	35	6	2.7
O=C(COC(=O)c1cc(S(=O)(=O)N2CCOCC2)ccc1Cl)Nc1ccc2c(c1)OCO2	94	6	1	6	0.1	1.1	100	-1	0	1.4
O=C(Cc1ccccc1)NC(=S)Nc1ccc2oc(-c3ccccc3F)nc2c1	110	21	-15	-11	0.3	2.6	85	15	-5	5.7
CC1CC(C)CN(CCCSc2ccccc2)C1 (stereo unspecified)	95	-2	-6	6	-0.1	1.5	105	6	-2	2.2
CC(=O)c1cc(NC(=O)c2ccc([N+](=O)[O-])cc2)c(=O)oc1C	97	7	16	1	-0.4	1.1	97	-16	2	0.4
Cc1nnc2sc(SCC(=O)Nc3nccs3)nn2c1=O	96	10	-15	4	-0.2	1.2	93	15	-9	2.5
CCCc1cc(=O)n2[nH]c(C)nc2n1	107	-54	15	-8	-0.1	1.1	153*	-15	-6	-0.6
CC(C)(C)CC(=O)NC(=S)NCc1ccco1	98	-21	2	2	0.0	0.86	126	-2	-6	-1.8
Cc1ccc(S(=O)(=O)NC(C(=O)Oc2cc3oc(=O)cc(C)c3cc2Cl)C(C)C)cc1 (stereo unspecified)	90	5	2	11	-0.4	0.92	99	-2	-1	4.7
Cc1ccc(OCc2nnc(SCC(=O)Nc3cc(C)on3)n2C)cc1	100	8	-2	0	-0.3	1.2	102	2	-4	0.2
Cc1ccccc1Cn1cnc2c(oc3ccccc32)c1=O	105	15	0	-7	-0.1	2.7	89	0	0	1.1
Cc1ccc(NC(=O)C(=O)c2cn(CC(=O)N3CCCCC3)c3ccccc23)cc1	99	12	-6	1	-0.2	0.75	89	5	18	4.8
Cc1cccc(CS(=O)(=O)Cc2ccc(C(=O)NCc3cccnc3)o2)c1	92	26	19	9	-0.2	0.81	83	-19	0	3.5
Cc1onc(-c2ccccc2)c1C(=O)NCCc1ccc(S(N)(=O)=O)cc1	97	-3	/	1	0.1	1.1	103	/	-2	3.9
O=C(CSc1nc2ccccc2n1-c1ccccc1)NCC1CCCO1 (stereo unspecified)	97	16	6	3	-0.1	0.72	93	-6	-8	1.9
O=c1ccc(-c2nc3cc(Cl)ccc3n2Cc2ccccc2)c[nH]1	95	16	-11	5	0.3	1.3	95	11	-5	0.6
CC(C)=CC(=O)OCC(=O)NC1CCCc2ccccc21 (stereo unspecified)	102	11	-13	-2	-0.1	1.4	98	13	-7	1.0
NS(=O)(=O)c1ccc(NC(=S)Nc2cc(Cl)c(Cl)cc2Cl)cc1	107	-5	-2	-8	-0.1	0.9	107	3	-4	1.2
CCN(CC)C(=O)Oc1cc(=O)n2c3c(cccc13)CCC2	106	25	3	-6	-0.2	1.1	82	-3	-5	0.8
CCOC(=O)Nc1ccc2c(c1)OCO2	115	-16	-27	-17	0.0	1.4	114	27	4	2.8
COC(=O)C1=C(C)OC(N)=C(C#N)C1c1ccccc1F (stereo unspecified)	83	12	-20	19	-0.3	0.84	97	20	-6	1.6
Cc1ccc(NC(=O)CN2CCN(c3ccccn3)CC2)c(Cl)c1	97	-5	-9	3	-0.4	1.2	104	9	-2	1.8
COCCNC(=O)c1ccccc1NC(=O)COc1ccccc1	102	-3	-2	-3	-0.1	0.93	105	2	-2	-0.1
Cc1cc(NC(=O)c2ccccc2)nc2c1c(=O)oc1ccccc12	107	2	-5	-9	-0.2	0.7	99	5	0	2.6
Cc1ccc(C2OC(=O)c3ccccc32)cc1 (stereo unspecified)	93	-1	23	8	-0.3	1.1	105	-23	2	1.1
CCOC(=O)C(=O)Nc1cccc(C(=O)OCC)c1	104	9	-14	-4	-0.3	0.96	94	14	7	1.3
CCOC(=O)c1c(NC(=O)c2ccoc2C)sc(C(=O)N(C)C)c1C	100	20	4	0	0.1	0.94	88	-4	3	1.6
C=CCOc1c(Cl)cc(C2NC(=O)NC(C)=C2C(=O)OC)cc1Cl (stereo unspecified)	105	10	-7	-5	-0.6	0.85	94	7	-8	1.6
COc1ccc(-c2nnc(SCC(=O)NCCc3ccccc3)o2)cc1	103	0	-10	-3	-0.1	1.1	102	10	-4	1.6
CSc1ccccc1C(=O)Nc1cccc(N(C)S(C)(=O)=O)c1	113	5	-10	-10	0.0	1.2	99	10	0	0.8

Part of the list above in order of molecular weight, rising:
SMILES	STAT1 act	STAT3 inh	APP transl inh	STAT1 inh	Hsp70 activator	NF-kB neuron act	STAT3 activator	APP 5'UTR act	FLuc inhib CS	RAM network inh
Cc1ccc(C2OC(=O)c3ccccc32)cc1 (stereo unspecified)	93	-1	23	8	-0.3	1.1	105	-23	2	1.1
COC(=O)C1=C(C)OC(N)=C(C#N)C1c1ccccc1F (stereo unspecified)	83	12	-20	19	-0.3	0.84	97	20	-6	1.6
CCOC(=O)c1c(NC(=O)c2ccoc2C)sc(C(=O)N(C)C)c1C	100	20	4	0	0.1	0.94	88	-4	3	1.6

(further entries)
SMILES	STAT1 act	STAT3 inh	APP transl inh	STAT1 inh	Hsp70 activator	NF-kB neuron act	STAT3 activator	APP 5'UTR act	FLuc inhib CS	RAM network inh
Cc1sc2nc(CN3CCC(C)CC3)nc(Cl)c2c1C	95	5	-6	6	-0.2	1.2	97	6	-4	-0.2
COc1ccc(CNC(=O)c2ccc(NC(=O)C3CCCO3)cc2)cc1 (stereo unspecified)	107	7	-23	-9	-0.3	1.6	99	23	-2	0.5
CCC(C)NC(=O)Cn1c(=O)n(CCCC(=O)NCc2ccccc2Cl)c(=O)c2ccccc21 (stereo unspecified)	103	-3	-6	-3	0.0	1.1	104	6	-8	5.7
O=C(CNC(=O)c1ccc(Cl)cc1)NCCCn1ccnc1	108	1	-14	-9	0.3	1.1	104	14	-2	-0.4
Cc1n[nH]c(C)c1S(=O)(=O)NCCc1ccc(Cl)cc1	101	0	1	3	-0.2	1.3	101	-1	-5	2.3
Cc1ccnc2nc(C(=O)Nc3nnc(CC(C)C)s3)nn12	87	8	/	14	-0.3	1	92	/	-7	2.0
CCn1c(=O)c(C(=O)Nn2c(C)nc3ccccc3c2=O)c(O)c2ccccc21	103	-1	-6	-4	-0.3	0.83	107	32	-9	0.2
CCCCOC(=O)c1ccc(NC(=O)C(CCS(C)(=O)=O)NC(C)=O)cc1 (stereo unspecified)	102	4	-16	-2	0.2	1.2	100	16	-1	2.0
Cc1ccc(C(=O)Nc2ccccc2C(=O)NCc2ccco2)cc1S(=O)(=O)N1CCCCC1	100	-7	12	-1	-0.2	0.51	109	-12	-7	3.5
Cc1ccc(-c2noc(CN(C(=O)C34CC5CC(CC(C5)C3)C4)C(C)C)n2)cc1	98	8	-7	2	0.0	1.1	96	7	-2	3.4
CCC(SC1=N/C(=C/c2ccccc2)C(=O)N1c1ccccc1)C(=O)Nc1cc(C)on1 (stereo unspecified)	94	5	-12	7	-0.4	1	99	12	-7	4.1
O=C1CC(N2CCN(Cc3ccccc3)CC2)C(=O)N1CCc1ccccc1 (stereo unspecified)	89	28	4	12	-0.2	1.4	81	-4	-4	0.0
CC(C)OC(=O)/C(C#N)=C/c1cn(Cc2ccccc2)c2ccccc12	86	14	8	16	-0.1	1.2	89	-8	-2	16*
O=C(NNC(=O)c1cccnc1)Nc1ccc([N+](=O)[O-])cc1	103	2	-2	-4	-0.4	1.6	103	2	2	4.0
CCOC(=O)N1CCN(C(=O)CN(c2ccc3c(c2)OCO3)S(C)(=O)=O)CC1	99	5	14	1	0.3	1	99	-14	-4	1.4
O=C(CSc1cccc[n+]1[O-])c1cccs1	101	0	-41	-1	-0.2	1.1	102	41	-4	-0.9
N#Cc1ccccc1NC(=O)C1SC(=Nc2ccccc2)C(C(=O)Nc2ccc(Cl)cc2)=C1N (stereo unspecified)	48	54*	7	55*	0.1	1.4	58	-7	-10	5.8
CN1CCN(C2=Cc3ccc(Cl)cc3Sc3ccc(F)cc32)CC1	95	27	-8	6	-0.1	0.78	80	8	-3	2.1
O=C(Nc1ccc(Cl)c(Cl)c1)c1ccc(Cn2cc(Cl)cn2)cc1	127	-7	-42	-29	-0.1	1.6	104	42	2	13*
C=CCn1c(-c2cccn(Cc3ccc(Cl)cc3Cl)c2=O)n[nH]c1=S	102	15	-19	-2	-0.1	0.79	93	19	-7	6.0
CC(C)n1c(SCC(=O)Nc2ccccc2N2CCCCC2)nc2c1c(=O)n(C)c(=O)n2C	99	-11	-12	2	0.3	0.41	110	13	-2	-0.3
O=S(=O)(c1ccc(S(=O)(=O)N(Cc2ccccc2)Cc2ccco2)cc1)N1CCCC1	116	0	19	-10	-0.5	/	104	-19	/	/
Cc1cnc(CN2CCc3c([nH]c4ccccc34)C2C2CCCCC2)[nH]1 (stereo unspecified)	92	-4	2	7	-0.2	1.1	105	-2	-5	-0.4
COC(=O)c1cn[nH]c1NC(=S)Nc1ccc(C)cc1Cl	170*	50*	-169	-76	0.3	1.5	59	169*	54*	3.0
CCCc1nc(N2CCOCC2)c(C#N)c2c1CCCC2	101	-1	1	-3	-0.5	1.2	102	-1	-2	-0.7
O=C1NCCCC2c3c(cc(Br)c(O)c3Br)OC12N1CCOCC1 (stereo unspecified)	104	12	0	-4	-0.1	1	91	0	0	-0.6
Clc1ccc(OCCCn2cncn2)cc1Cl	100	9	2	0	-0.1	1	96	-2	-2	0.8
O=C(CCCl)Nc1cc(SCCO)cc([N+](=O)[O-])c1	97	6	-5	4	-0.4	1.1	99	5	-7	2.4
O=C(CSc1nnc(-c2ccncc2)n1C1CCCCC1)Nc1cccc(O)c1	101	-4	11	-2	-0.1	0.99	108	-11	-6	0.5

Bioassay records deposited in PubChem by several laboratories.
